Screening data: PubChem BioAssay, The Scripps Research Institute Molecular Screening Center
DAX1 inh-1: inhibitors of DAX1 repression of SF-1 activated StAR promoter; HEK293T StAR-luciferase reporter, SF-1/DAX-1 repression relief; inhibition, % at 6.8 µM; AID 652010; 1.1% of 370,000 active;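 active means inhibition above the mean over all tested compounds plus 3 SD, cut at about 3.6% in these data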;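 further: 0% = DAX-1 cells with DMSO and 100% = cells lacking DAX-1 with DMSO; higher inhibition means more luminescence from relief of DAX-1 repression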
ADAM17 inh: ADAM17 inhibition, QFRET primary screen. P78536. recombinant ADAM17, EDANS/DABCYL FRET peptide cleavage. inhibition, % at 6.95 µM. 0.83% of 370,000 active. AID 720648;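 active means inhibition above the mean of compounds lying between control limits plus 3 SD, set per campaign, cut at about 8.5% in these data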;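 further: 0% = DMSO-only wells as the low control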
Target sequence (P78536 215-824 limits assumed): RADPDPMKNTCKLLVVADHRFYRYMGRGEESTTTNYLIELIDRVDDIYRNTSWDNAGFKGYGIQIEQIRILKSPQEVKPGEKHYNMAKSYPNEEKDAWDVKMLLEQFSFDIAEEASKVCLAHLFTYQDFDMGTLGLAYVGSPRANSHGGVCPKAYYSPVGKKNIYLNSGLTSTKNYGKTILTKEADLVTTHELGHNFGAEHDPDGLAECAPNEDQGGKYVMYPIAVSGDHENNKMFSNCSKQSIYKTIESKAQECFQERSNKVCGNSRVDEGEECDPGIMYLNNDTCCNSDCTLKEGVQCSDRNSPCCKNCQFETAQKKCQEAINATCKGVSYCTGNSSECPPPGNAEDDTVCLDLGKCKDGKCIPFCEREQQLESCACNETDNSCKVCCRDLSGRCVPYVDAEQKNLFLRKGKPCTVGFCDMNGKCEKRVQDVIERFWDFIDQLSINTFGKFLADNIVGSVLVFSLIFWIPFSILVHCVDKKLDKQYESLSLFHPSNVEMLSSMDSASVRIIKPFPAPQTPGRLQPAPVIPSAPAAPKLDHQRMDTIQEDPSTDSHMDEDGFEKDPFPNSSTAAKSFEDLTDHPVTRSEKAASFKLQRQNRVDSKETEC
hgDAF-12 ag: agonists of H. glycines DAF-12 nuclear receptor; HEK293 GAL4-hgDAF12 UAS-luciferase reporter, agonist luminescence; normalized to butyrate control; activation, % at 6.8 µM; 1.8% of 370,000 active; AID 687014;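 active means activation above a cutoff set at the mean of all screened compounds plus 3 SD, cut at about 10% in these data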;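 further: 0% = DMSO wells and 100% = sodium butyrate wells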
PLCb3 inh: PLC-beta3 (human) inhibition, primary screen. Purified PLC-beta3, fluorogenic substrate, fluorescence. inhibition, % at 12.2 µM. 0.18% of 370,000 active. AID 720704; in the data active means inhibition above about 11%;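 further: 0% = median of compound wells on plate and 100% = full blocker control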
hcDAF12 agonist: activates DAF-12 receptor from parasite H. contortus | HEK293 hcDAF-12 lit1-tk-luc reporter, luminescence; 0% DMSO, 100% Δ7-dafachronic acid | activation, % at 6.8 µM | 1.4% of 370,000 active | AID 652067;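 active means activation above the mean of all tested compounds plus 3 SD, cut at about 5.5% in these data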;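 further: 100% = response to 3 µM Δ7-dafachronic acid high control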
DAX1 inh-2: inhibits human nuclear receptor DAX1. HEK293 Gal4-DAX1 luciferase reporter, luminescence. inhibition, % at 6.75 µM. AID 504766. 0.99% of 340,000 active;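 active means inhibition above the mean over all tested compounds plus 3 SD, cut at about 4.2% in these data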;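 further: 0% = DAX1-transfected cells with DMSO and 100% = empty-vector control cells with DMSO; inhibition shows as a rise in luminescence from relieved DAX1 repression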
Target sequence (P51843 207-470 limits assumed): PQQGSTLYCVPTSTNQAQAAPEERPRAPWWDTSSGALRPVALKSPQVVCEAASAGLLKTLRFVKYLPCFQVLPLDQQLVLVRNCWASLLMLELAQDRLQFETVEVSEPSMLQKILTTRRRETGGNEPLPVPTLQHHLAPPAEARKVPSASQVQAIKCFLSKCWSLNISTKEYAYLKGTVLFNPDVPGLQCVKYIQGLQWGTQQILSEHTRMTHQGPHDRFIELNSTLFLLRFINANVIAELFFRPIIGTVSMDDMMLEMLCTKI
HGIII-sPLA2 inh: Inhibits HGIII-sPLA2 liposome hydrolysis, primary screen | Q9NZ20 | QFRET BODIPY PC-A2 liposome hydrolysis, fluorescence | inhibition, % at 12.2 µM | 0.56% of 370,000 active | AID 743126;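 active means inhibition above mean plus 3 SD of compounds lying within the high and low control bounds, cut at about 19% in these data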;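 further: 0% = median of test compound wells and 100% = no enzyme DMSO wells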
GAA850 FXN act: increases GAA850 frataxin promoter reporter activity. HEK293 lucGAA850 FXN promoter luciferase reporter, 24 h; percent of 10 µM SAHA response. AID 540364. 0.56% of 360,000 active. activation, % at 6 µM;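 active means activation above the average of all compounds screened plus 3 SD, cutoff fixed separately per campaign, cut at about 7.5% in these data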;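 further: 0% = DMSO wells and 100% = 10 µM SAHA wells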
ssDAF12 agonist: activators of S. stercoralis DAF-12 nuclear receptor; HEK293 ssDAF-12/GRIP1 lit1-tk-luc reporter, luminescence; % of 3 µM dafachronic acid response; activation, % at 6.8 µM; 1% of 370,000 active; AID 652126;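 active means activation above the mean over all tested compounds plus 3 SD, cut at about 0.9% in these data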;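 further: 0% = DMSO-only wells and 100% = 3 µM delta7-dafachronic acid wells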
ADAM10 inh: inhibitors of human ADAM10; O14672; recombinant ADAM10, EDANS/DABCYL FRET peptide cleavage, 3 h; inhibition, % at 7 µM; 0.62% of 370,000 active; AID 720582;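 active means inhibition above a per-campaign cutoff equal to the mean of compounds falling between control-based bounds plus 3 SD, cut at about 20% in these data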;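 further: 0% = DMSO wells while the 100% control is not disclosed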
PLC-gamma1 inh: inhibitors of human phospholipase C gamma1; purified PLC-gamma1, fluorogenic substrate, fluorescence; inhibition, % at 12.2 µM; 0.84% of 370,000 active; AID 720700; in the data active means inhibition above about 9.5%
* = called active by the depositor; i = inactive; · = no result given.

SMILES	DAX1 inh-1	ADAM17 inh	hgDAF-12 ag	PLCb3 inh	hcDAF12 agonist	DAX1 inh-2	HGIII-sPLA2 inh	GAA850 FXN act	ssDAF12 agonist	ADAM10 inh	PLC-gamma1 inh
Cc1cc(NC(=O)COC(=O)C2CCN(S(=O)(=O)c3c(Cl)cccc3Cl)CC2)no1	0.1	-3	0.9	3	-0.4	-1.3	-23	0.8	-1.5	-5	2
O=S(=O)(Nc1ncccn1)c1ccc(NS(=O)(=O)c2cc(Cl)ccc2Cl)cc1	0.6	0	-1.6	-5	-1.5	-0.3	-4	2.4	-0.8	3	-7
Cc1cccn2c(=O)c3cc(C(=O)N4CCOCC4)n(C)c3nc12	0.1	-159	0.1	i	2.2	0.8	5	0.5	-0.3	i	-371
O=C1NC(=O)/C(=C/c2ccc(OS(=O)(=O)c3ccc(F)cc3F)cc2)N1	-0.3	-2	-0.7	1	-1.9	·	-25	3.7	-2.0	0	2
COCCCNC(=O)c1ccc(CS(=O)(=O)c2ccc(Br)cc2)o1	-0.2	-4	-2.6	-3	1.7	-2.7	4	-2.0	-0.9	-14	-1
O=C(NCC1CCCO1)c1ccc2c3n(nc2c1)-c1ccccc1CO3 (centres undefined)	1.7	-65	6.6	-117	2.0	1.0	-2	2.8	-1.1	-260	-105
CC(C)CC1(C)NC(=O)N(CCN2C(=O)c3ccccc3C2=O)C1=O (centres undefined)	0.2	-2	2.0	6	0.4	0.3	0	0.5	-0.8	3	1
CCOC(=O)c1sc(NC(=O)CSc2nc(C)cc(C(F)(F)F)n2)c(C#N)c1C	0.0	0	-1.8	-3	0.4	-1.8	1	-1.1	-1.5	5	1
C=CCn1c(=O)n(CC=C)c(=O)n(CC=C)c1=O	0.8	-1	-2.4	0	-1.0	·	-3	·	-1.6	1	2
CCn1cc(C(=O)N2CC(C)CC(C)C2)c(=O)c2cc(S(=O)(=O)N(C)C)ccc21 (centres undefined)	-0.7	1	-2.4	5	-1.8	-0.8	4	0.2	-1.1	-14	4
COP1(=O)C=C[C@H](N(Cc2ccccc2)S(=O)(=O)c2ccccc2[N+](=O)[O-])[C@@H](C)O1 (some centres undefined)	-0.1	-3	-0.5	1	-0.9	0.2	-4	-0.4	-1.3	4	0
CC1(C)Cc2c(sc3ncn(N)c(=N)c23)CO1	-0.4	-5	0.1	-2	-1.3	0.1	0	2.5	-1.2	3	-3
Cc1ccc2cc(C(c3nnnn3CC3CCCO3)N3CCCC4(CCCCC4)C3)c(=O)[nH]c2c1 (centres undefined)	0.4	-11	0.6	-31	0.0	1.5	-4	-0.3	0.4	-22	-19
CCOC(=O)C1OC2(CCCC2)OC1C(=O)OCC (centres undefined)	-0.4	4	0.2	1	1.6	1.8	2	-0.8	0.0	8	-1
COc1ccc(OCc2cc(C(=O)NCC(C)(C)N3CCOCC3)no2)c(Cl)c1	-1.7	-1	-0.1	-12	-1.0	0.1	1	-0.6	-0.5	-7	-3
CCc1c(-c2cccc(Cl)c2)ncn1CCc1ccccc1OC	-2.1	1	-2.0	-2	-2.6	·	5	·	-1.2	4	1
Cn1c(N)c(C(=O)CSc2nnc(C3CC3)n2-c2ccccc2)c(=O)[nH]c1=O	1.0	-5	-0.2	0	2.3	0.8	3	-1.4	-0.7	-5	-1
CCOc1ccccc1NC(=O)c1cccc(NC(=O)C(C)C)c1	-0.9	-4	-2.8	0	-2.5	-1.2	6	3.1	-1.9	12	3
Nc1cc(C(F)(F)F)ccc1NCCc1ccccn1	-0.8	0	0.4	-10	-0.7	-0.6	0	0.2	-0.8	9	0
COCCN(C(=O)c1ccccc1F)c1c(N)n(Cc2ccccc2)c(=O)[nH]c1=O	-0.5	-2	-1.2	7	-1.4	-0.6	0	1.8	-1.1	-7	6
CC(=O)N[C@@H]1C[C@@H]2O[C@H](CO)CC[C@@H]2O[C@@H]1CCc1ccc(C#CC2(O)CCCC2)cc1	-0.4	-1	2.5	1	-1.4	·	3	·	-2.1	-1	1
COc1ccc(C(=O)NC(=S)N2CCCCC2c2cccnc2)cc1OC (centres undefined)	-0.5	-1	-3.8	4	1.2	1.4	8	0.4	-0.7	-1	2
CN(C(=O)COc1cccc(C#N)c1)C1CCS(=O)(=O)C1 (centres undefined)	3.3	4	-1.9	-4	0.4	1.3	10	2.2	-1.4	-11	11*
CC(=O)Nc1ccc(S(=O)(=O)Nc2ccc3c(c2)CCC3)cc1	-0.5	-1	-2.9	-6	-2.6	-2.4	-14	2.2	-1.3	2	-5
Cc1nccn1-c1c([N+](=O)[O-])c(=O)n(C)c2ccccc12	-0.1	-6	0.1	-9	4.0	1.2	4	1.8	-0.3	3	-4

Going on with the list:
SMILES	DAX1 inh-1	ADAM17 inh	hgDAF-12 ag	PLCb3 inh	hcDAF12 agonist	DAX1 inh-2	HGIII-sPLA2 inh	GAA850 FXN act	ssDAF12 agonist	ADAM10 inh	PLC-gamma1 inh
Cc1nc(N)nc(N/N=C/c2ccccc2)n1	-0.4	0	2.0	-7	-1.8	-1.0	-4	4.1	-0.1	-1	-2
Cc1cccc(-n2c(SCC(=O)N3CCCC3)nnc2-c2ccccn2)c1C	-0.2	-6	0.8	3	-1.5	-0.2	10	-0.6	-1.0	1	6
COC(=O)c1ccc(Cn2c(CN3CCOCC3)nc3ccccc3c2=O)o1	0.4	4	-1.4	0	-2.2	0.7	4	1.3	0.1	1	-2
CCCCC(=O)OCC(=O)C1(O)Cc2c(O)c3c(c(O)c2C(OC2CC(NC(=O)C(F)(F)F)C(O)C(C)O2)C1)C(=O)c1c(OC)cccc1C3=O (centres undefined)	-5.5	-3	-11	-37	-0.1	-3.8	6	-6.1	-1.5	-9	-22
COc1ccccc1-n1cc(-c2ccc([N+](=O)[O-])cc2)[nH]c1=S	0.2	8	-0.3	-9	-0.5	-2.2	9	1.1	-1.1	27*	-3
Nc1nc(-c2ccc3c(c2)CCO3)cs1	0.3	-3	1.6	-4	1.1	1.2	-3	3.1	-0.6	0	-1
COc1ccc(CC(=O)N2CCCc3ccccc32)cc1	-0.2	-1	-0.8	-1	0.3	1.5	-2	2.3	-1.0	8	1
O=C(c1ccc(Cn2c(=S)[nH]c3ccc(N4CCOCC4)cc3c2=O)cc1)N1CCC(N2CCCCC2)CC1	0.8	-25	-2.7	i	-0.9	0.5	-2	1.9	-1.0	-70	i
CCC(CO)Oc1cc(NCc2ccncc2)c2ncn(C(C)C)c2c1 (centres undefined)	-0.1	-6	0.0	-45	-2.2	2.3	11	0.3	-1.4	1	-35
CC(OC(=O)c1ccc(=O)n(Cc2ccccc2)n1)C(=O)Nc1cccc(Cl)c1 (centres undefined)	-0.6	-2	1.1	-2	-1.4	2.8	-9	-0.4	-0.8	0	1
CCc1ccccc1S(=O)(=O)Cc1ccc(C(=O)N2CCN(c3ccccc3OC)CC2)o1	0.9	2	-6.3	-2	-1.4	-1.2	-8	-3.9	-1.9	-3	0
CCn1c(=NC(=O)c2ccc(S(=O)(=O)N(C)C)cc2)sc2cccc(OC)c21	0.2	0	-2.1	-23	-2.1	0.0	3	3.7	-1.6	2	-10
Cc1cccc(NC(=O)c2cc3ccccc3c(=O)o2)n1	2.1	-6	10	-6	2.2	6.5*	4	5.8	-0.4	4	-1
CC(C)(C)c1ccc(/C=C/C(=O)c2ccc(NC3=NCCCS3)cc2)cc1	-0.3	1	3.5	-11	-0.4	-1.0	-15	-0.5	-1.8	0	-10
CC12CCC(=O)C=C1CCC1C2C(O)CC2(C)C1CCC2(O)C(O)CO (centres undefined)	2.5	-1	-2.7	6	0.5	·	-2	0.7	-1.3	-1	4
O=C(Nc1ccc(NC(=O)c2ccco2)c(Cl)c1)c1ccccc1	2.2	0	6.1	4	1.3	1.1	0	2.4	-0.5	6	-5
COc1cccc(/C=C2/SC(=O)N(CC(=O)N3CCc4ccccc4C3)C2=O)c1OCC(=O)O	-0.3	-1	0.4	-163	-0.1	-0.3	-8	1.4	-1.1	2	-157
CC(C)(C)[C@@H]1/C(=C/C2CC2)N2C(=O)C[C@@H](c3ccccc3)N=C2N1Cc1ccc2c(c1)OCO2	·	-2	-1.3	-1	-1.9	·	6	·	-1.7	5	-1
CCCC(=O)NC(c1ccc(Cl)cc1)c1ccc2cccnc2c1O (centres undefined)	-2.0	5	-12	-22	-4.5	-5.7	22*	-8.2	-1.8	12	-11
CN(CC(=O)N1CCN(Cc2ccccc2)CC1)S(=O)(=O)c1cccc2nsnc12	-0.1	3	-2.5	10	-0.5	0.2	7	0.7	-2.1	5	11*
CCCOC(=O)c1ccc(Oc2cn[nH]c2-c2ccc(O)cc2O)cc1	-1.4	2	-2.7	-8	-3.0	-3.9	-56	-4.1	-2.5	7	0
O=C(CSc1n[nH]c(=O)n1Cc1ccccc1)Nc1ccc(F)c(F)c1F	-0.6	1	-3.9	-8	-2.2	0.1	-1	-0.8	-1.3	2	-2
Cc1ccc(NC(=O)COC(=O)Cc2cccs2)cc1S(=O)(=O)N1CCOCC1	-1.0	0	-1.4	-6	0.0	0.4	-15	0.9	-1.1	-2	3
COc1ccc(C(=O)OCn2nnc3ccccc3c2=O)cc1[N+](=O)[O-]	-0.1	-7	-5.1	1	-0.2	-0.3	3	1.9	-0.5	-3	0
C=C(C)C(=O)Nc1cccnc1Oc1ccc(F)cc1	0.0	2	1.9	-3	-0.8	0.7	2	0.7	-1.3	3	5

Carrying on.
SMILES	DAX1 inh-1	ADAM17 inh	hgDAF-12 ag	PLCb3 inh	hcDAF12 agonist	DAX1 inh-2	HGIII-sPLA2 inh	GAA850 FXN act	ssDAF12 agonist	ADAM10 inh	PLC-gamma1 inh
Cc1ccc(S(=O)(=O)NC(CC(=O)O)c2ccc(F)cc2)cc1 (centres undefined)	0.4	-4	-1.3	-6	-2.0	0.5	2	2.6	-0.9	3	0
O=C(CN1CCN(c2ccc(C(F)(F)F)cn2)CC1)Nc1ccc2c(c1)OCO2	0.3	0	1.4	-5	0.1	0.9	7	1.9	-1.0	6	-2
COc1ccc2[nH]c3nc(SC(C)C)nnc3c2c1	3.9*	-3	21*	2	14*	1.1	1	-4.5	1.5*	3	0
CCc1ccc(OCC(=O)N/N=C(\C)c2ccccc2OC(F)F)cc1	-0.2	3	-0.7	-1	-1.3	-0.9	-22	-2.5	-2.0	1	-3
COC(=O)CNC(=O)c1cc(-c2ccncc2)nc2ccccc12	0.2	-3	2.6	-9	0.3	1.2	0	0.2	-0.6	-14	-4
C=CCNC(=O)NC(=O)COC(=O)CNS(=O)(=O)c1ccc(F)c(F)c1F	-0.5	-1	-0.6	-4	-0.1	5.2*	2	0.6	-1.1	3	1
COc1ccc(CCNC(=O)NC2CCCCC2)cc1	-0.7	-2	1.5	1	-0.5	-0.5	-5	1.9	-0.9	1	0
FC(F)c1nc2nc(Cl)c(Cl)nc2[nH]1	-1.0	-7	-2.5	-5	-1.3	1.0	12	-0.4	-0.3	-31	-2
CC1CCN(CCCNC(=O)C2CCCN(c3ncnc4c3nc3n4CCCCC3)C2)CC1 (centres undefined)	0.4	-1	-1.1	0	0.6	1.6	2	0.7	-0.7	0	1

An unsorted share of the library. Share with any hit: about 6.9%.
